# Bioassay records deposited in PubChem BioAssay by National Center for Advancing Translational Sciences (NCATS).
# HP1b binding inh: blocks HP1-beta chromodomain binding to methylated histone tails; AlphaScreen HP1-beta / biotin-H3K9me3 peptide binding; Potency, µM (titrated, usually from 114 µM), without a hit: top-dose activity change, negative = inhibition, usual class: inhibitors; P83916; 390,000 tested, 0.56% active; note: nearly all actives have a fitted effect of over 70% in size; inactives centre near 23
# Target sequence (P83916 whole entry, looked up): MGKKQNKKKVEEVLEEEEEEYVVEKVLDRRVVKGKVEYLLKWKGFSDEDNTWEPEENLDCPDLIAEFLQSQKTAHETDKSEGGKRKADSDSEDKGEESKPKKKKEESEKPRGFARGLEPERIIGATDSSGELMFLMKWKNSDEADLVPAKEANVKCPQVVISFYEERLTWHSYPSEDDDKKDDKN
#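 Compound inhibition of the preformed complex between 50 nM HP1-beta and 50 nM biotinylated H3K9me3 peptide was read by AlphaScreen. Buffer was PBS pH 7.4 with 0.01% Tween-20. Incubations ran 30 min at room temperature, with 10 ug/mL donor/acceptor beads.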
# ERG Ets-DNA blk: blocks human ERG Ets domain binding to DNA | fluorescence polarization, His-ERG Ets domain / labelled DNA | Potency, µM (highest dose often 76.9 µM), inactives show at the top dose FP activity, negative = inhibition, usual class: inhibitors | 370,000 tested, 0.028% active | AID 624246; active = well fitted inhibition curve with a large enough effect in the polarisation, with a control signal flat; inconclusive = small, poorly fitted or top-dose-only effect, or effect the other way, or a change in a side signal; inactive = no such curve, though single readings can be large or run the other way; the % refers to the polarisation;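 note: polarization taken with two DNA probes labelled with fluorescein and Texas red; % of control where 0% means no effect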
# Target sequence (P11308 whole entry, looked up, the tested form may be a part): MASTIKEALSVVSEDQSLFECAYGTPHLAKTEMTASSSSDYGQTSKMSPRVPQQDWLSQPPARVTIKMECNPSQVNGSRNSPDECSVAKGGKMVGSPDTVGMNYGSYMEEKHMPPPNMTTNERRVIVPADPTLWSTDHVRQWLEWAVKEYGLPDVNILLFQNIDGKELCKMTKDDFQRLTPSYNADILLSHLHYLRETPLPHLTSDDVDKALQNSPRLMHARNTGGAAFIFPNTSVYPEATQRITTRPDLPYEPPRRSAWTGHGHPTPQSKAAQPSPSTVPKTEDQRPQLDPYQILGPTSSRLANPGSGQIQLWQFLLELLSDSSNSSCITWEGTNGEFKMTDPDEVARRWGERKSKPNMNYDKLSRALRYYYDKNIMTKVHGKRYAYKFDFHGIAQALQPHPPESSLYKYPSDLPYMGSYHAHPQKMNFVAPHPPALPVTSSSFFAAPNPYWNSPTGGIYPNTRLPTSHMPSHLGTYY
#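 His-tagged ERG Ets domain (1 uM in the protein solution; 300mM KCl, 50mM Tris-HCl, 1mM EDTA, 1mM DTT, pH 7.5) received compound, then a probe mix of 5 nM fluorescein-DNA and 100nM Texas-615-DNA. Fluorescence polarization was read for both dyes.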
# ALOX12 inh: ALOX12 (human) lipoxygenase inhibition | purified 12hLO, xylenol orange hydroperoxide absorbance | Potency, µM (highest dose often 108 µM), for the others: at the highest dose activity change, negative = inhibition, most hits filed as inhibitors | P18054 | 580,000 tested, 1.1% active | AID 1671190; note: % is set by controls: 0 for no effect and ±100 for the full control effect
#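 Hydroperoxide product was detected by ferrous iron/xylenol orange as the 573 to 405 nm absorbance ratio. Arachidonic acid at 40 uM (final) was turned over for 30 min at room temperature by 150 nM human 12hLO, pH 7.0 Hepes buffer, after 15 min compound preincubation.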
# JMJD2A Tudor: JMJD2A Tudor domain (human) inhibition | O75164 | AlphaScreen JMJD2A-Tudor / H3K4me3 peptide binding | Potency, µM (highest dose often 114 µM), without a hit: top-dose activity change, negative = inhibition, hits mostly inhibitors | 390,000 tested, 4.4% active; note: % is set by controls: 0 for no effect and ±100 for the full control effect; nearly all actives have a fitted effect of over 50% in size
# rTrxR1 inhibitor: rat TrxR1 inhibition; Potency, µM (doses to about 114 µM), for inactives: top-dose activity change, negative = inhibition, usual class: inhibitors; recombinant rTrxR1, NADPH fluorescence consumption, selenite substrate; O89049; 390,000 tested, 1% active; AID 588453; note: % is set by controls: 0 for no effect and ±100 for the full control effect; nearly all actives have a fitted effect of over 65% in size
#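 Rat TrxR1 (90 nM in the dispensed reagent) was pre-reduced with 400 uM NADPH for 5 min at room temperature, then incubated with compound for 15 min. After 400 uM selenite was added, NADPH fluorescence (Ex 340/Em 450 nm) was followed for 8 min.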
# Pin1 inhibitor: human Pin1 inhibition; Q13526; Pin1 FP peptide displacement, HiFluor488, 10 min; Potency, µM (doses to about 115 µM), for the others: top-dose activity, negative = inhibition, hits mostly inhibitors; 390,000 tested, 0.009% active; AID 504891; active = well fitted inhibition curve with a large enough effect in the polarisation, with a control signal flat, not every such curve was filed as active; inconclusive = small, poorly fitted or top-dose-only effect, or effect the other way, or a change in a side signal; inactive = no such curve, though single readings can be large or run the other way; the % refers to the polarisation; note: % is set by controls: 0 for no effect and ±100 for the full control effect
# Target sequence (Q13526 whole entry, looked up): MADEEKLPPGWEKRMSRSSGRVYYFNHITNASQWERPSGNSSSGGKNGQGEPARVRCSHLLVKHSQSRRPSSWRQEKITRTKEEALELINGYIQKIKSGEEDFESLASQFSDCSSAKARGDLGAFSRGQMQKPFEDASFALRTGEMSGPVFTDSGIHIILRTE
# GLS inh: glutaminase GLS (human) inhibition. O94925. GLS enzymatic activity, qHTS titration. Potency, µM (highest dose often 45.5 µM), for the others: top-dose activity change, negative = inhibition, hits mostly inhibitors. 410,000 tested, 0.21% active; note: % is set by controls: 0 for no effect and ±100 for the full control effect
#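 Glutamate formation by hKGA was monitored fluorometrically using coupled glutamate oxidase, HRP and Amplex Red. Substrate was added as 1 mM L-glutamine solution; incubation was 30 min at RT after an initial read.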
# RGS4 inh: blocks human RGS4-accelerated GTP hydrolysis | P49798 | Transcreener GDP fluorescence polarization, RGS4-accelerated GTP hydrolysis | Potency, µM (series often up to 114 µM), for the others: top-dose activity change, negative = inhibition, hits mostly inhibitors | 390,000 tested, 0.039% active; note: % is set by controls: 0 for no effect and ±100 for the full control effect; nearly all actives have a fitted effect of over 75% in size; some results filed as inactive show a strong effect at the top dose
# Target sequence (P49798 whole entry, looked up): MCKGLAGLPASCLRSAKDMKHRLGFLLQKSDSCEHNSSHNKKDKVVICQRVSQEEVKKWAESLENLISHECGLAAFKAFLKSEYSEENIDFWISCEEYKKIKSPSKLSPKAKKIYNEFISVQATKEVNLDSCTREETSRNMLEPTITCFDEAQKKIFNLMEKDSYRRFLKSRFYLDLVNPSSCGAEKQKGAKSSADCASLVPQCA
#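 MLSMR compounds (23 nl, pin-transferred) preincubated 10 min at room temperature with a 500nM (2x) first reagent, then RGS4 at 900nM (2x) plus Transcreener GDP mix added; fluorescence polarization (620/688 nm) read before and after 90 min at 30 °C.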
# Tb PGK inh: T. brucei PGK inhibition; AID 602233; Potency, µM (highest dose often 57.5 µM), without a hit: at the highest dose activity change, negative = inhibition, actives largely listed as inhibitors; PGK/GAPDH coupled, Kinase-Glo luminescence, 60 min; 380,000 tested, 0.043% active; note: % is set by controls: 0 for no effect and ±100 for the full control effect; nearly all actives have a fitted effect of over 60% in size
#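 Luminescent ATP detection (Kinase-Glo Plus) follows a 60-minute room-temperature incubation, with wells lacking PGK as controls. Buffer: 100 mM TEA (pH 7.6), 5 mM MgCl2, 0.01% Tween-20. Coupling enzyme GAPDH (100 nM final) supplies unstable 1,3-BPG in-well.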
# Starred values were filed as active, the others as inactive; i = inactive; ? = inconclusive; . = not tested or not shown; & = joins results of further samples; [ ] = another dose, or the depositor's remark. Unless noted, calls come from the whole dose curve; as a rule, active = well fitted curve in the direction sought with a large enough effect; inconclusive = small, poorly fitted or top-dose-only effect, or another doubt; inactive = no such curve, though single readings can be large; an effect the other way counts as inactive or inconclusive. Potency is the fitted concentration of half-maximal effect. This is a subset; the hit share may differ from the screen's.
SMILES,HP1b binding inh,ERG Ets-DNA blk,ALOX12 inh,JMJD2A Tudor,rTrxR1 inhibitor,Pin1 inhibitor,GLS inh,RGS4 inh,Tb PGK inh
CCOC(=O)c1ccccc1NC(=O)CSc1cn(CC(=O)N2CCCCCC2)c2ccccc12,?,-1%,-26%,-4%,13%,12%,4%,-23%,-10%
Cc1cccc(CN2C(=O)CCSc3ccc(Cl)cc32)c1,28%,-3%,3%,-18%[11.4 µM],8%[57.1 µM],?,-4%,-7%[11.4 µM],i
Cc1c(C)c2ccc(OCC(=O)N3CCN(c4ccccc4)CC3)cc2oc1=O,35%,5%,.,-20%,20%,7%,1%,6%[56.9 µM],-8%
Cc1ccc(CNC(=O)CCN2C(=O)[C@@H]3Cc4ccccc4CN3C2=O)cc1,39%,-3%,3%,0%,14%,5%,-1%,23%,12%
O=C(OCCCN=C1NS(=O)(=O)c2ccccc21)c1ccc(F)cc1,0%,2%,15%,-3%,-2%[57.1 µM],-3%,1%,6%,i
CC(=O)c1cccc(NC(=O)C2CCCN2S(=O)(=O)c2cccc3nsnc23)c1 (centres undefined),21%,-2%,-7%,-20%,7%,-6%,3%,-8%,-1%
O=C(COC(=O)C1(c2ccccc2F)CCCC1)Nc1ncc(C(F)(F)F)cc1Cl,78%[activator],8%,-17%,-11%,21%[0.0914 µM],34%[activator],-2%,-21%,-6%
CCCN(Cc1ccc(N(C)C)cc1)CC1CC1,6%,.,?,?,17%,-3%,56%[activator],-8%,i
Cc1ccccc1Nc1c(-c2c[nH]c3ccccc23)nc2ccc(Cl)cn12,2%,2%,-69%,-27%,8%,?,-4%,13%,2%
O=C(Nc1ccc(Cl)cc1)c1cc(S(=O)(=O)Nc2ccccn2)ccc1Cl,34%,-1%,7%,2%,8%,-7%,0%,-18%,i
CC(NS(=O)(=O)c1cccc(C(=O)NCc2ccncc2)c1)c1ccccc1 (centres undefined),38%,7%,-2%,-3%,8%,1%,-16%,11%,i
CCC(=O)Nc1ccc(C(=O)NNC(=O)c2ccc(C)cc2)cc1,45%[activator],13%,150%[activator],1%,20%,-4%,1%,1%,-7%
CN(C)CC1(C)Cc2ccsc2C1O (centres undefined),17%,1%,-15%,-1%,-13%,-1%,-4%,-13%,-9%
COc1ccccc1OCc1nc(C#N)c(N2CCCC2)o1,-4%,-5%,0%,-21%,7%,-9%,-5%,9%,12%
CN(C)CCCN(C(=O)COc1ccccc1)c1nc2ccc(Cl)cc2s1,4%,-9%,?,-22%,12%,0%,-1%,11%,i
C#CCOCCOCCOCCNc1nc(N2CCN(C(=O)Cn3cc(CCCN=C(N)N)nn3)CC2)nc(N2CCN(C(=O)[C@H](CCCCN)n3cc(CC(C)O)nn3)CC2)n1 (some centres undefined),17%,1%,?,-11%,12%,2%,1%,9%,-8%
O=C(Nc1cc(Cl)ccc1-n1cncn1)c1ccc([N+](=O)[O-])o1,-13%,1%,-3%,-30%,-18%,3%,-7%,-20%,-7%
COc1ccccc1C=NNC(=O)C(=O)NN=Cc1ccccc1OC,13%[57 µM],-3%,-4%,-5%,-2%[2.29 µM],-3%,4%,0%,2%
CCCN(CCC)C(=O)c1cn(CC)c2ccc(S(=O)(=O)N3CCCCC3)cc2c1=O,17%&75%,7%&6%,-2%&-26%,-14%&-21%,9%&5%,0%&-7%,2%&3%,14%&-4%,-8%
COc1ccccc1NC(=O)c1ccc2nc(-c3ccccc3)c(-c3ccccc3)nc2c1,22%,3%,-17%,30%,-6%,-1%,2%,-6%,-13%
O=C(CCCNC(=O)c1ccc(Cl)cc1)Nc1cccc(F)c1,-11%,2%,6%,-18%,-13%,0%,16%,6%,8%
COc1ccc(OC)c(NC(=O)N2CCC3(CC2)Oc2ccccc2C(=O)N3Cc2ccccc2F)c1,-8%,-4%,-12%,?,29%,3%,7%,9%,.
COc1cc2c(cc1OC)CN(C(=O)c1cc(Cl)nc(Cl)c1)CC2,8%,3%,?,-15%,-9%,7%,-15%,-18%,5%
Cn1c(CNc2ccccc2O)nc2ccccc21,2%,-6%,?,?,-1%[57.1 µM],4%,32%[activator],1%,-2%
O=C(Nc1cccnc1)c1cc(-c2ccc(Cl)cc2Cl)on1,16%,8%,-24%,-15%,-5%[57.1 µM],26%,4%,-13%,-5%
CCOc1ccc(C(=O)Nc2cccc(OCc3cc(=O)n4cc(C)sc4n3)c2)cc1,36%,-1%,-14%,-15%,16%,7%,3%,-2%,-1%
CCCCOc1ccc(C(=O)N(Cc2ccco2)Cc2ccco2)cc1,11%,-5%,18µM*,?,-14%,0%,-19%,9%,-9%
O=C(CN1C(=O)COc2ccccc21)N1CCc2ccccc21,57%[activator],6%,-27%,-11%,3%,2%,1%,-4%,i
Cc1ccc(S(=O)(=O)N2CCN(C(=O)Cc3ccc4c(c3)OCCO4)CC2)cc1C,26%,9%,5%,-11%,23%,2%,5%,-15%,-3%
CC(C)CCNC(=O)Cn1cc2c(n1)CCCCC2,49%[activator],-15%,299%[activator],1%,23%,-2%,-2%,-9%,-1%
CN1CCN(/C=N/c2c(C#N)cnn2-c2ccccc2)CC1,-2%,-3%,292%[activator][57.4 µM],-6%[11.4 µM],?,0%,-4%,-5%[11.4 µM],-4%
O=C(CSc1nc2ccccc2n1CCc1ccccc1)NC1CC1,9%,1%,-11%,-12%,-1%[57.1 µM],6%,-5%,3%,-4%
Cc1ccc(S(=O)(=O)N2CCOCC2)cc1C(=O)Nc1ccccc1C(=O)O,30%,-10%,-24%,-15%,5%,66%[activator],5%,11%,i
Cc1ccc(N(C(C)C(=O)O)S(=O)(=O)c2c(C)n[nH]c2C)cc1 (centres undefined),16%,-2%,0%,1%,20%[57.1 µM],-1%,6%,27%,-2%
COc1ccc(C[C@H]2CN3C(=NC[C@H]3C)N2CCNC(=O)c2ccc(C)c(Br)c2)cc1,26%,-2%,-25%,-13%,-17%,-1%,1%,-28%,1%
CCN1C(=O)C2(c3ccccc31)c1c(oc3ccc(F)cc3c1=O)C(=O)N2CCCOC (centres undefined),36%,5%,0%,-3%,9%,-1%,2%,-9%,2%
O=C(CCNC(=O)c1ccccc1Cl)Nc1cccc(S(=O)(=O)N2CCCC2)c1,25%,-2%,108%[activator],-6%,7%,4%,3%,-8%,8%
Cc1c(C)c2ccc(OCC(=O)N3CC[C@@]4(O)CCCC[C@H]4C3)cc2oc1=O,11%,7%,22%,1%,-23%,-7%,-2%,5%,-3%
CCC(C)c1ccc(NC(=S)N2CCN(c3ccccn3)CC2)cc1 (centres undefined),7%,12%,-10%,-30%,14%,?,1%,-46%,3%
NS(=O)(=O)c1cccc(NC(=O)COC(=O)CN2C(=O)C3CC=CCC3C2=O)c1 (centres undefined),42%[activator],7%,0%,1%,8%[57.1 µM],2%,-4%,-17%,-6%
CCN(CC)/C(=N\S(=O)(=O)c1ccc(F)cc1)c1ccccc1,29%,-14%,334%[activator],-1%,21%[57.1 µM],-1%,4%,39%,-9%
COc1ccc2c(CC(=O)NNC(=O)c3ccccc3F)coc2c1,20%,5%,-6%,-12%,-22%,0%,5%,22%,4%
COc1ccc(C)cc1NS(=O)(=O)c1cn(C)nc1C,36%[activator],-5%,-10%,-8%[11.4 µM],16%[57.1 µM],0%,-1%,3%,-4%
COc1ccc(N2CCN(Cc3nc(N)nc(Nc4ccccc4OC)n3)CC2)cc1,-15%,-2%,0%,56µM*,-14%,-8%,76%[activator],-26%,0%
CCCCn1c(=O)[nH]c(=O)c2c1nc(-c1cc(Br)c(OCC)c(OC)c1)n2C,17%,10%,17%,2%,29%[57.1 µM],-2%,0%,23%,4%
Cn1ccnc1SCC(=O)c1cccc(Br)c1,?,1%,?,-31%,-19%[57.1 µM],8%,0%,-9%,-1%
Cc1ccc(C)c(NC(=O)CCCN2C(=O)COc3ccc(C)cc32)c1,13%,2%,-25%,-12%,-1%,1%,2%,-18%,.
COc1ccc(-n2nc(C(=O)N(C)C)nc2-c2ccccc2)cc1,31%,7%,0%,-10%,0%,3%,1%,-20%,8%
COc1ccc(C=CC(=O)C=CC=Cc2ccccc2)cc1,5%,-1%,-18%,-29%,?,51%[activator],-8%,-17%,-2%
CC1(C)C(=O)OC(C(=O)c2ccc(Cl)cc2)C(C)(C)C1=O (centres undefined),30%,1%,-24%,-1%,-5%,0%,12%,3%,-11%
CCOc1ccccc1NC(=O)CSc1nc(=O)n(Cc2ccccn2)c2c1CCC2,18%,-3%,?,-2%,12%,1%,6%,0%,3%

# With a hit mark in JMJD2A Tudor (from the list above):
SMILES,HP1b binding inh,ERG Ets-DNA blk,ALOX12 inh,JMJD2A Tudor,rTrxR1 inhibitor,Pin1 inhibitor,GLS inh,RGS4 inh,Tb PGK inh
COc1ccc(N2CCN(Cc3nc(N)nc(Nc4ccccc4OC)n3)CC2)cc1,-15%,-2%,0%,56µM*,-14%,-8%,76%[activator],-26%,0%
